Tat export inh = E. coli Tat export inhibitors, primary screen, MC4100, TorA-mCherry reporter, fluorescence, single point; inhibition, % at 10 µM; hit rate 0.036% among 340,000; AID 488895, 2010;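 active means mean replicate inhibition at least 50% and at least half of replicates individually reaching 50%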;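 further: exported cargo escapes ClpAP degradation while cytoplasmic cargo is degraded and loses fluorescence; 0% = median of neutral control wells and 100% = median of NaSCN control wells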
PKA-R1A activ = activators of PKA-R1A holoenzyme, primary screen, biochemical, fluorescence polarization, Cy5-IP20, bovine R1A, mouse PKAc. activation, % at 11.4 µM. AID 504707, 2011. hit rate 0.083% among 340,000. cAMP-dependent protein kinase type I-alpha regulatory subunit (Bos taurus) + …. PKA-R1A dissociation; scaled: DMSO 0%, 113 µM cGMP 100%;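 active means percent activation above the mean of all tested compounds plus 3 SD, cut at about 19% in these data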;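 further: higher means more PKAc released from R1A so a rise in polarization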
PKA-R2B activ = activators of PKA-R2B holoenzyme, primary screen, biochemical, fluorescence polarization, Cy5-IP20, human. cAMP-dependent protein kinase catalytic subunit beta (Homo sapiens) + cAMP-dependent …. PKA-R2B holoenzyme dissociation; R2B truncated from residue 108, S112A mutant; 0% DMSO only, 100% 113 µM cGMP. activation, % at 11.4 µM. hit rate 0.079% among 340,000. AID 504700, 2011;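 active means activation above a cutoff set at the mean over all compounds plus 3 SD, cut at about 18% in these data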;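 further: higher means more holoenzyme dissociation and a rise in polarization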
Target sequence (P31323 whole entry, looked up, other chains not shown, the tested form may be a part): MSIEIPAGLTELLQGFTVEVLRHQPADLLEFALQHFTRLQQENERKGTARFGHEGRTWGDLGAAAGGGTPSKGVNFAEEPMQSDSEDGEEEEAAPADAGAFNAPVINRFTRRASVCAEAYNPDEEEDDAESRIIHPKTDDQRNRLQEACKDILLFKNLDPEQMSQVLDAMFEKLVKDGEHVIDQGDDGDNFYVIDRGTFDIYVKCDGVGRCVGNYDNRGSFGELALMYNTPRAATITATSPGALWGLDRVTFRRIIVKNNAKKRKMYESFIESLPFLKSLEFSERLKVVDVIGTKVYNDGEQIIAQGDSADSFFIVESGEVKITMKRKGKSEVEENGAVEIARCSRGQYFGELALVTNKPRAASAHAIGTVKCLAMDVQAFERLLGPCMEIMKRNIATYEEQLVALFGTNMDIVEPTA
DAGLB inhibitor = DAGLB lipase inhibitors, primary screen, biochemical, fluorescence, HTS; Diacylglycerol lipase-beta (Homo sapiens), Q8NCG7; HEK293T DAGLB membrane lysate, EnzChek fluorogenic substrate; inhibition, % at 5.17 µM; hit rate 0.059% among 340,000; in the data active means inhibition above about 34%;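 further: 0% = enzyme with vehicle and 100% = wells lacking enzyme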
Target sequence (Q8NCG7 whole entry, looked up): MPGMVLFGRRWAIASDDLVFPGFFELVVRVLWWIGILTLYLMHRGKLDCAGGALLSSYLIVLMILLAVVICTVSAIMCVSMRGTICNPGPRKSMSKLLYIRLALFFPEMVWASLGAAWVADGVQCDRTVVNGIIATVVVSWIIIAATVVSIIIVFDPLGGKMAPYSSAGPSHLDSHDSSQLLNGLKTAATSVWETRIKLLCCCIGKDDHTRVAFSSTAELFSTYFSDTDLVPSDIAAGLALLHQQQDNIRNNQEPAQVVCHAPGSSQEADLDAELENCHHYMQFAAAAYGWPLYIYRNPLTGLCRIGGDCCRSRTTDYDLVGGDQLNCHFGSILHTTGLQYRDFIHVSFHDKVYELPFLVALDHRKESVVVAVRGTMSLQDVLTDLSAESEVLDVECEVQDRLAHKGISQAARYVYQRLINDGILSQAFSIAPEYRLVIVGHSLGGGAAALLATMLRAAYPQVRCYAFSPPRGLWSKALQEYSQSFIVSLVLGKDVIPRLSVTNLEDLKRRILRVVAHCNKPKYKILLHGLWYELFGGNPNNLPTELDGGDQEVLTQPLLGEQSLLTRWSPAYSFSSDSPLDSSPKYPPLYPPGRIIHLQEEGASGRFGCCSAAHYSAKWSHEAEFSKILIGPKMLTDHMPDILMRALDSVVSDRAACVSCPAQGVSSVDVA
Ecoli viability = E. coli V3065 growth inhibition, primary screen, counter-screen for AddAB inhibitor project, absorbance, OD600 | 18 h | AID 449728, 2010 | hit rate 0.27% among 330,000 | inhibition, % at 11.9 µM;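 active means inhibition above the campaign's mean inhibition across all tested compounds plus 3 SD, cut at about 9.9% in these data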;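 further: uninfected addAB+ strain grown without phage in ampicillin broth; 0% = DMSO wells and 100% = ciprofloxacin 0.95 µg/ml wells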
HTR5A inv ctr = HTR5A inverse agonists in luminescence cell assay, primary screen, counter-screen for OPRM1-OPRD1 heterodimer inverse agonist project, full-deck HTS | inhibition, % at 9.3 µM | AID 504634, 2011 | hit rate 0.083% among 340,000 | HTR5A cell line, inverse agonism; in the data active means inhibition mostly above about 23%, no sharp cut-off; inactive means mostly below about 18%;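 further: 0% = cells with DMSO and 100% = no-cell wells with DMSO; some compounds called inactive have numbers as strong as hits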
AddAB inh = growth inhibition of E. coli expressing H. pylori AddAB, primary screen, AddAB inhibitor project, absorbance; AID 435030, 2010; hit rate 0.29% among 330,000; inhibition, % at 11.9 µM; in the data active means inhibition above about 12%;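 further: 0% = vehicle wells of infected cells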
SUMO Mot1 rescue = yeast Mot1-301 growth rescue at high temperature, primary screen, SUMOylation pathway inhibitor project, S. cerevisiae, ATP luminescence, 38.5C; S. cerevisiae Mot1-301 growth rescue; percent above DMSO median, 100 means doubled; growth rescue, % at 18.8 µM; hit rate 1% among 320,000;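 active means every valid replicate shows activation above 250% relative to neutral control wells; inactive means the rest, any valid replicate at or below 250%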;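 further: OY570 slx delta 5 strain wells were the positive control but not used for scaling; some compounds called inactive have numbers as strong as hits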
phage Ecoli inh = growth loss of phage-infected E. coli, primary screen, RecBCD inhibitor project, absorbance, with phage, HTS; hit rate 0.26% among 360,000; AID 651602, 2012; inhibition, % at 11.9 µM; in the data active means inhibition above about 11%
CDK5 inh = inhibitors of human CDK5/p35 kinase, primary screen, biochemical, single concentration. Cyclin-dependent kinase 5 (Homo sapiens) + Cyclin-dependent kinase 5 activator 1 (Homo …. Recombinant CDK5/p35, ADP-Glo luminescence, 60 min. inhibition, % at 10 µM. hit rate 0.01% among 330,000;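 active means highest replicate inhibition of at least 50% and at least 75% of replicates reaching 50%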;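 further: plate controls were DMSO neutral control for no effect and GW8510 at 10 µM for full effect; many of its hits are not listed in these tables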
HTR5A ag = HTR5A agonists in luminescence cell assay, primary screen, counter-screen for OPRM1-OPRD1 heterodimer agonist project, full-deck HTS | hit rate 0.61% among 340,000 | cell-based | activation, % at 9.3 µM | 5-hydroxytryptamine receptor 5A (Homo sapiens), P47898; in the data active means activation mostly above about 9.5%, no sharp cut-off; inactive means mostly below about 7.6%;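 further: 0% = cells with vehicle only and 100% = reference agonist; strong numbers were not always called active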
An asterisk follows results filed as active; · = not tested or not shown.

nr | compound | Tat export inh | PKA-R1A activ | PKA-R2B activ | DAGLB inhibitor | Ecoli viability | HTR5A inv ctr | AddAB inh | SUMO Mot1 rescue | phage Ecoli inh | CDK5 inh | HTR5A ag
1 | C[C@H](CO)N1C[C@H](C)[C@@H](CN(C)S(C)(=O)=O)Oc2c(NC(=O)C3CC3)cccc2C1=O | -6 | -3 | -7 | 2 | -1.0 | 2 | 2.1 | -16 | 0.7 | -1.3 | -1
2 | CCCCNc1nc(CC)c2c(c1C#N)CCCC2 | 5 | 2 | -13 | -7 | -0.2 | 14 | -0.8 | 13 | 0.7 | 0.2 | -4
3 | CC1=C(C(=O)OC(C)C)[C@@H](c2ccc(C)o2)NC(=O)N1 | 2 | 0 | 4 | 2 | 0.1 | 6 | 0.4 | -1 | 2.9 | 0.5 | -2
4 | O=C1CC(NC23CC4CC(CC(C4)C2)C3)C(=O)N1c1ccc2c(c1)OCO2 (stereo unspecified) | 4 | -7 | 2 | 1 | 1.1 | -7 | 3.0 | 7 | 1.8 | -2.2 | 2
5 | NC(=S)Nc1cccc(Cl)c1 | 9 | -8 | -6 | 2 | 0.4 | -12 | 0.2 | 13 | -0.2 | 0.5 | 3
6 | CCCNC(=O)c1ccc(N2CCC3(CC2)CC(c2cccc(Br)c2)=NO3)c(NC(=O)c2cccc(C)c2)c1 | -5 | 7 | 3 | -1 | -1.7 | -11 | 1.8 | 27 | 1.3 | 1.1 | -3
7 | O=C(Nc1ccc2c(c1)OCO2)c1cc(Cl)ccn1 | -2 | -8 | 6 | 2 | -1.4 | 4 | -2.0 | 32 | 2.5 | -0.3 | -1
8 | CC(=O)Nc1ccc(Cl)c(-c2nc3ncccc3o2)c1 | -1 | 0 | 5 | -2 | -2.2 | 6 | -0.9 | -5 | 0.5 | -0.1 | -2
9 | COc1ccc(/C=C/C(=O)c2ccc(O)cc2)cc1COc1ccc(F)cc1 | 9 | -5 | 3 | -8 | 2.0 | -3 | -0.8 | 234 | 1.6 | -0.9 | 3
10 | O=C1c2cccc3cccc(c23)C(=O)N1Nc1ccccc1 | -1 | -6 | 8 | 2 | 1.4 | -3 | 1.1 | 16 | 2.5 | -3.4 | 1
11 | Clc1cccc(-c2nc(-c3ccc(-c4nn[nH]n4)cc3)no2)c1 | -4 | 2 | -6 | 4 | -0.1 | -23 | 1.5 | 19 | 1.4 | 2.0 | 1
12 | CCOCCN1CCN(c2c(C)c(C)nc3cc(-c4cc(OC)cc(OC)c4)nn23)CC1 | 5 | -1 | 4 | -5 | -2.9 | 12 | -0.1 | 94 | 1.3 | -1.1 | 1
13 | Cc1cccc(N(Cc2cc3ccc(C)cc3[nH]c2=O)S(=O)(=O)c2ccccc2)c1 | 10 | -2 | -6 | -1 | 1.3 | -11 | 0.3 | 99 | 1.0 | -1.6 | 3
14 | COc1cc(NC(=O)CCCl)cc(-n2cnnn2)c1 | 4 | -11 | 4 | 1 | 0.2 | 8 | 1.2 | 0 | 2.9 | 0.5 | -3
15 | Cc1c(O)ccc(/C(Cc2ccc3ccccc3n2)=N\O)c1O | -2 | 1 | -12 | -5 | 2.3 | -19 | -0.1 | 12 | 4.5 | -0.8 | 2
16 | CCC(C)[C@H]1COCCS(=O)(=O)N1Cc1ccccc1 (stereo partly specified) | 2 | 7 | -1 | -2 | 1.0 | -4 | 1.8 | -7 | -1.3 | -0.8 | 5
17 | COc1ccc(Cc2nc3ccc(C(=O)N(C)CCc4cnn(C)c4)cc3o2)cc1OC | 5 | -10 | 7 | 1 | · | -25 | · | · | 0.6 | -0.3 | 10
18 | CN(Cc1ccccc1)C(=O)c1ccccc1NC(=O)C1=CSCCO1 | 4 | -1 | 3 | -1 | -2.1 | -13 | 5.6 | 0 | -3.0 | -1.4 | 0
19 | CCCCOC(=O)CSC(=S)N(C)Cc1cccs1 | -3 | 0 | 4 | -13 | -1.9 | -8 | 4.3 | 12 | 1.3 | -1.4 | 5
20 | COc1ccccc1NC(=O)COC(=O)/C=C/c1ccccc1[N+](=O)[O-] | -3 | -2 | -12 | -5 | -2.2 | -9 | -0.3 | · | 1.0 | 0.0 | -2
21 | Cc1ccc(S(=O)(=O)N2CCN(C(=O)c3cccs3)CC2)c(C)c1 | 0 | · | · | · | -3.4 | · | 0.2 | -6 | 4.7 | -0.4 | ·
22 | C/C(=N\NC(=O)c1ccc2c(c1)OCO2)c1ccc(NS(C)(=O)=O)cc1 | 0 | 6 | -7 | -3 | 4.0 | -15 | 6.5 | 11 | 2.5 | 1.0 | 6
23 | COc1cccc(C(C(=O)NC2CCCCC2)N(C(=O)CNC(=O)c2ccco2)c2cccnc2)c1 (stereo unspecified) | -1 | 1 | -5 | 1 | -1.9 | -4 | 0.7 | -15 | 1.5 | 0.3 | 1
24 | CN(CCCNC(=O)C1CCC(=O)N1Cc1ccccc1Cl)c1ccccc1 (stereo unspecified) | -8 | -5 | -11 | 3 | -1.9 | -48 | 1.9 | -1 | 0.4 | 0.6 | -1
25 | CC(C)Oc1ccc(/C=N/NC(=O)C(CSCc2ccccc2)NC(=O)c2ccc([N+](=O)[O-])cc2)cc1 (stereo unspecified) | -8 | 8 | 0 | 3 | -1.6 | -12 | 1.7 | 9 | · | -0.1 | 8
26 | CCn1nnc(NC(=O)c2ccc(-c3ccc(Cl)cc3)o2)n1 | -4 | -5 | -12 | -1 | -2.2 | -3 | 1.3 | -20 | 5.8 | -2.2 | 4
27 | O=C(CSc1nc(Cc2ccccc2)nc2ccccc12)Nc1ccc2c(c1)OCCO2 | -5 | -3 | -1 | -20 | -3.0 | -2 | -0.4 | -6 | 1.6 | -0.2 | -1
28 | NC(=O)c1c(NC(=O)Cc2ccccc2)sc2c1CCN(Cc1ccccc1)C2 | -4 | 0 | -5 | -1 | 1.7 | -6 | 0.5 | 0 | 2.7 | -0.7 | 0
29 | O=C(CC1Nc2ccccc2NC1=O)Nc1ccc2c(c1)OCO2 (stereo unspecified) | -4 | -7 | -3 | 4 | -1.0 | -1 | -0.5 | 3 | 2.6 | -5.8 | 0
30 | Cc1cc(NC(=O)CN2C(=O)NC(C)(c3ccc(Cl)cc3)C2=O)no1 (stereo unspecified) | -5 | 0 | -3 | -2 | 0.9 | 14 | -0.3 | 33 | 2.1 | -0.5 | 2
31 | CCN(c1ccc(OC)cc1)S(=O)(=O)c1ccc(-c2cc(C)no2)s1 | 11 | -4 | -11 | -4 | 0.0 | 12 | 1.5 | 0 | 2.8 | 0.8 | -2
32 | CCOC(=O)C1C(c2cccs2)NC(=O)N(C)C1(O)C(F)(F)F (stereo unspecified) | -4 | -8 | -3 | 1 | 0.6 | -14 | -0.7 | -1 | 2.5 | 0.0 | 6
33 | O=C(Nc1ccc2nc3n(c(=O)c2c1)CCCC3)c1ccc(Cl)nc1 | -7 | 4 | -8 | 0 | -2.2 | -16 | 3.1 | 194 | 1.7 | -0.8 | 6
34 | COc1ccc(OC)c(C2N(c3ccc(Cl)cc3)C(=O)C3CCCN32)c1 (stereo unspecified) | 2 | -14 | -4 | -2 | 1.1 | -22 | 1.6 | 6 | -0.9 | 1.2 | -3
35 | C=CCNS(=O)(=O)c1ccc2nsnc2c1 | 1 | -6 | -3 | 0 | 0.5 | -16 | 1.1 | -10 | 2.8 | 4.8 | 6
36 | CCC(C)NC(=O)C(Cc1ccccc1)NS(=O)(=O)c1ccc2c(c1)oc(=O)n2C (stereo unspecified) | -10 | -3 | -12 | 1 | -3.1 | 2 | 5.2 | -7 | 0.2 | 1.3 | 3
37 | S=c1[nH]nc(CN2CCCCC2)n1Cc1ccccc1 | 1 | 1 | 7 | 2 | -1.3 | 12 | 2.5 | -18 | 0.6 | -0.1 | -5
38 | CCC1CN(S(=O)(=O)c2ccc3c(c2)NC(=O)CC(=O)N3)c2cc(Cl)ccc2O1 (stereo unspecified) | 1 | 0 | -6 | 6 | -0.3 | -16 | 6.5 | 8 | 2.6 | -1.8 | 6
39 | Cc1nn(-c2cccc(Cl)c2)c2nc(C(F)(F)F)[nH]c(=O)c12 | -9 | 3 | 8 | 3 | 1.5 | -25 | 3.3 | -1 | 3.3 | -0.2 | 0
40 | CCOCc1cnc(C)nc1NCC(=O)c1c(C)[nH]c2cc(C)ccc12 | -3 | 0 | 4 | -2 | 0.5 | 4 | 0.6 | 7 | 0.2 | -1.0 | -2
41 | COCCOC(=O)C1=C(C)NC(SCC(=O)NC(C)(C)C)=C(C#N)C1c1ccco1 (stereo unspecified) | -14 | 4 | 10 | -1 | · | 15 | · | · | -0.4 | 0.9 | -4
42 | C=CCN(C(=O)c1csnn1)C(C(=O)NC(C)(C)C)c1ccncc1 (stereo unspecified) | 3 | 0 | -5 | -1 | -0.7 | -10 | -1.8 | 10 | 4.7 | 0.6 | 7

6 compounds already listed, ordered by formula weight, largest number first:
nr | compound | Tat export inh | PKA-R1A activ | PKA-R2B activ | DAGLB inhibitor | Ecoli viability | HTR5A inv ctr | AddAB inh | SUMO Mot1 rescue | phage Ecoli inh | CDK5 inh | HTR5A ag
34 | COc1ccc(OC)c(C2N(c3ccc(Cl)cc3)C(=O)C3CCCN32)c1 (stereo unspecified) | 2 | -14 | -4 | -2 | 1.1 | -22 | 1.6 | 6 | -0.9 | 1.2 | -3
42 | C=CCN(C(=O)c1csnn1)C(C(=O)NC(C)(C)C)c1ccncc1 (stereo unspecified) | 3 | 0 | -5 | -1 | -0.7 | -10 | -1.8 | 10 | 4.7 | 0.6 | 7
33 | O=C(Nc1ccc2nc3n(c(=O)c2c1)CCCC3)c1ccc(Cl)nc1 | -7 | 4 | -8 | 0 | -2.2 | -16 | 3.1 | 194 | 1.7 | -0.8 | 6
39 | Cc1nn(-c2cccc(Cl)c2)c2nc(C(F)(F)F)[nH]c(=O)c12 | -9 | 3 | 8 | 3 | 1.5 | -25 | 3.3 | -1 | 3.3 | -0.2 | 0
37 | S=c1[nH]nc(CN2CCCCC2)n1Cc1ccccc1 | 1 | 1 | 7 | 2 | -1.3 | 12 | 2.5 | -18 | 0.6 | -0.1 | -5
35 | C=CCNS(=O)(=O)c1ccc2nsnc2c1 | 1 | -6 | -3 | 0 | 0.5 | -16 | 1.1 | -10 | 2.8 | 4.8 | 6
